All columns: NCI-60 one-dose screen, growth in % after 48 h at 10 µM unless noted; 100 = growth as untreated, 0 = no growth, -100 = all killed.
SK-MEL-5: SK-MEL-5 melanoma | 6.4% of 80,000 active | AID 1794755
MALME-3M: MALME-3M melanoma; 5.8% of 78,000 active
MDA-MB-435: MDA-MB-435 melanoma | 7.8% of 82,000 active | AID 1794794
SK-MEL-28: SK-MEL-28 melanoma. 4.1% of 81,000 active
UACC-62: UACC-62 melanoma | 5.4% of 81,000 active | AID 1794756
LOX IMVI: LOX IMVI melanoma; 7.4% of 79,000 active
SK-MEL-2: SK-MEL-2 melanoma. 4.7% of 77,000 active
UACC-257: UACC-257 melanoma; 4.4% of 78,000 active
* = called active by the depositor; · = no result given; [ ] = another dose, or the depositor's remark. How the source made its calls: active means growth percent below 10; inactive means the rest.

item	compound	SK-MEL-5	MALME-3M	MDA-MB-435	SK-MEL-28
1	Cc1c(CC(=S)N2CCOCC2)nnn1-c1cccc(C(F)(F)F)c1	100	104	103	113
2	CCOC(=O)CC1CSC(Nc2cccc(C(F)(F)F)c2)=N1 (configuration not stated)	100	104	110	104
3	CCNC(=O)Nc1ccc(OC2CCNCC2)c(NC(=O)c2[nH]c(C)c(Cl)c2Cl)c1	99	94	100	111
4	CCOC(=O)Nc1ccc(-c2nc(-c3cccc(OC)c3)c(-c3ccnc(Br)c3)[nH]2)cc1	26	41	·	42
5	Cc1ccc2nc3c(cc2c1)CSc1nnc(-c2ccc[nH]c2=S)n1N3	96	98	88	103
6	C=CC(C)C(C)(C)O (configuration not stated)	107	107	102	113
7	Cc1ccc2nc(-c3ccc(C(=O)NNC(=S)Nc4ccccc4)cc3)[nH]c2c1	94	94	98	95
8	CC(=O)S[C@@H]1CC2=CC(=O)CC[C@]2(C)[C@H]2CC[C@@]3(C)[C@@H](CC[C@@]34CCC(=O)O4)[C@H]12	96	115	94	109
9	Cc1ccc(S(=O)(=O)NNC(=O)C(C)(C)C)cc1	101	110	·	110
10	CN1CCN(C(=O)CCN(C(=O)Oc2cc3c(c4ccccc24)[C@H](CCl)CN3C(=O)c2cc3cc(OCCCN4CCC4)ccc3[nH]2)[C@H]2CCSSC2)CC1	-94*	-87*	-37*	-89*

item	UACC-62	LOX IMVI	SK-MEL-2	UACC-257
1	101	98	111	105
2	92	95	110	96
3	101	91	103	111
4	21	4.6*	38	56
5	87	97	100	103
6	102	99	100	109
7	99	87	112	102
8	84	100	111	96
9	112	101	116	112
10	-82*	-72*	-83*	-78*

Down the list, from the results shown:
LOX IMVI, nos. 1–10, in order: 98, 95, 91, 4.6*, 97, 99, 87, 100, 101, -72*

(next part)
item	compound	SK-MEL-5	MALME-3M	MDA-MB-435	SK-MEL-28
11	CCN(CC)S(=O)(=O)c1ccc(NC(=O)C(Cl)Cl)cc1	98	94	96	109
12	CC(Cc1ccco1)C(=O)NC(N)=O (configuration not stated)	99	103	105	105
13	C=CCOC(=O)OC(C)C(=O)OCC=C (configuration not stated)	93	96	108	133
14	CN(C)S(=O)(=O)N1C(=O)c2ccccc2C1=O	95	117	98	108
15	CCOC(=O)c1c(NC(=O)c2ccc(OC)cc2)sc2c(CN(C)C)c(O)ccc12	81	-58*	69	-30*
16	Cc1c(C(N)=O)sc2nc(SCC(=O)n3[nH]c(=O)cc3N)n(Cc3ccccc3)c(=O)c12	·	·	101	112
17	O=C(N(c1ccccc1)c1ccccc1)N(c1ccccc1)c1ccccc1	111	176	115	127
18	COc1ccc(-c2cnc3nonc3n2)cc1[N+](=O)[O-]	90	72	88	113
19	Cc1c(C(C)(C)O)cn2ncnc(Oc3ccc(NC(=O)Nc4ccc(Cl)c(C(F)(F)F)c4)cc3)c12	56	51	37	53
20	CS(=O)(=O)Nc1ccc(C(=O)Nc2cc(Cl)ccc2Oc2ccccc2)cc1	95	98	106	113

item	UACC-62	LOX IMVI	SK-MEL-2	UACC-257
11	93	91	95	93
12	·	97	106	·
13	102	96	108	102
14	97	100	102	107
15	96	61	105	-58*
16	94	·	115	109
17	68	97	102	125
18	81	77	96	88
19	56	-9.6*	76	67
20	85	·	92	95

Later entries:
item	compound	SK-MEL-5	MALME-3M	MDA-MB-435	SK-MEL-28
21	Cc1c(Br)c(C)c([N+](=O)[O-])c(C)c1[N+](=O)[O-]	104	86	101	98
22	CCC(C)n1c(=N)c(S(=O)(=O)c2ccccc2)cc2c(=O)n3ccccc3nc21 (configuration not stated)	103	118	109	109
23	CC(=O)NNC(=O)C(N)Cc1ccc(O)cc1 (configuration not stated)	103	104	102	107
24	CC(=O)Oc1c(Br)cc(-c2oc(-c3cc(Br)c(OC(C)=O)c(Br)c3)c3ccccc23)cc1Br	95	95	103	102
25	CCNC(=NCCCN(C)C)N/C(N)=N/c1nc2ccccc2s1	93	97	94	93
26	CCn1c(=O)c2[nH]c(Cl)nc2n(CC)c1=O	92	111	98	106
27	Cc1ccc(-c2nc(C#N)c(S(=O)(=O)N(C)CCO)o2)cc1	71	60	65	82
28	COc1ccccc1/C=C1\CCc2ccccc2C1=O	100	95	99	104
29	Cc1ccc2nc(-c3ccc(-c4nnc(SCC(=O)Nc5ccc(C(=O)/C=C/c6ccc(Cl)cc6)cc5)o4)cc3)[nH]c2c1	99	114	103	102
30	COc1cc([N+](=O)[O-])ccc1NC(=O)C(F)(F)F	103	104	106	98

item	UACC-62	LOX IMVI	SK-MEL-2	UACC-257
21	93	102	103	94
22	87	·	113	112
23	98	104	104	101
24	70	85	109	73
25	98	74	93	104
26	97	90	124	106
27	62	42	80	78
28	95	92	·	·
29	90	96	108	109
30	99	99	113	95

(listing goes on)
item	compound	SK-MEL-5	MALME-3M	MDA-MB-435	SK-MEL-28
31	O=C(O)CNS(=O)(=O)Cc1ccccc1	93	93	103	113
32	CCOc1ccc(-n2nc(C(=O)Nc3cc(F)cc(F)c3)nc2-c2cc(OC)c(OC)c(OC)c2)cc1	·	98	91	·
33	COC(=O)[C@H](Cc1cn(C)cn1)NC(=O)[C@@H](NC(=O)Nc1cc(C(F)(F)F)cc(C(F)(F)F)c1)C(C)(C)C	-67*[100 µM]	-87*[100 µM]	-89*[100 µM]	-92*[100 µM]
34	CC(=O)OC/C=C(C)/C=C/C=C(C)/C=C/C1=C(C)CCCC1(C)C	97	99	99	107
35	O=c1c2ccccc2nc(COc2ccccc2)n1/N=C/c1ccc(Br)cc1	94	92	43	98
36	COc1ccc(/C(C#N)=C2\OC(=O)c3ccccc32)cc1OC	105	115	113	108
37	CSc1nc2c(c(=O)[nH]1)N=C1c3ccccc3C(=O)C1C(c1ccccc1)N2 (configuration not stated)	16	35	·	54
38	O=C(CC(C(=O)O)C(c1ccccc1)[N+](=O)[O-])c1ccccc1 (configuration not stated)	96	98	101	111
39	CC(=O)C1(O)CCCCC1	108	107	111	114
40	COc1c(O)c2c3c(c1OC)-c1ccccc1CC3N(S(=O)(=O)c1ccc(C)cc1)CC2 (configuration not stated)	22	59	0.0*	53

item	UACC-62	LOX IMVI	SK-MEL-2	UACC-257
31	101	95	97	79
32	·	87	93	90
33	-88*[100 µM]	-87*[100 µM]	-89*[100 µM]	-74*[100 µM]
34	94	90	109	·
35	74	84	108	103
36	102	77	95	102
37	38	52	59	74
38	103	97	119	105
39	104	103	116	103
40	58	52	·	55

New compounds follow:
item	compound	SK-MEL-5	MALME-3M	MDA-MB-435	SK-MEL-28
41	c1coc(CSc2nc(SCc3ccco3)c3[nH]cnc3n2)c1	69	141	122	106
42	O=c1cc(-c2ccc3c(c2)OCCO3)oc2c(Cl)cc(Cl)cc12	94	93	26	98
43	O=C(COc1cccc(/C=C2\CSc3ccc(Cl)cc3C2=O)c1)c1ccc(Cl)cc1	86	·	88	107
44	COc1cc(-c2nc(SCC(=O)Nc3ccc(C(=O)/C=C/c4ccc(Cl)cc4)cc3)[nH]c(=O)c2C#N)cc(OC)c1OC	96	96	101	99
45	Cc1ccc(S(=O)(=O)N2CCCC3OCCCC3=C2C2=CCCCC2)cc1 (configuration not stated)	96	90	98	99
46	CC1N=C(SCC(=O)c2ccc(F)cc2)N2C(C)N=C(SCC(=O)c3ccc(F)cc3)N12 (configuration not stated)	99	107	109	105
47	CC(=O)OC(CCc1ccc(Cl)cc1)c1ccccc1 (configuration not stated)	110	104	116	111
48	COc1nc(=S)nc(OC)[nH]1	101	104	102	101
49	Cc1cc(=O)n2[nH]c(NC(=O)c3ccccc3)c(C#N)c2n1	99	103	102	112
50	CS(=O)(=O)c1ccc(-n2nc(C(=O)NCc3ccccc3)cc2-c2ccccc2)cc1	96	106	101	111

item	UACC-62	LOX IMVI	SK-MEL-2	UACC-257
41	86	81	98	113
42	82	86	98	94
43	71	24	44	85
44	96	97	110	87
45	67	102	119	97
46	94	97	118	119
47	99	99	116	111
48	94	97	97	99
49	93	96	103	99
50	70	91	101	89

Continued:
item	compound	SK-MEL-5	MALME-3M	MDA-MB-435	SK-MEL-28
51	CC1=NN(c2cccc(Cl)c2)C(=O)/C1=C\c1ccccn1	104	121	117	122
52	Cc1ccc(N2CC(c3nc4ccccc4[nH]3)CC2=O)cc1 (configuration not stated)	94	101	108	100
53	COc1ccc2[nH]c(=O)c3c(c2c1)OC(N)=C(C#N)C31C(=O)c2ccccc2C1=O	96	97	96	109
54	Cc1nc(NC(=O)COc2cccc(/C=C3\Cc4ccc(Cl)cc4C3=O)c2)sc1C	91	129	107	103
55	COc1cccc(C(=O)N(c2ccc(F)c(F)c2)C(C(=O)NC(C)(C)C)c2cc3c(C)cc(C)cc3nc2Cl)c1 (configuration not stated)	58	95	63	86
56	Cc1ccc(-c2nc3ccccn3c2/C=C2/C(=O)Nc3ccc(F)cc32)cc1	84	86	81	103
57	CC(=O)Oc1c(C)c(C)c2c(c1C)CCC(C)(CC(=O)OCCCCCCCCCCC[P+](c1ccccc1)(c1ccccc1)c1ccccc1)O2 (configuration not stated)	-97*	-66*	-89*	-87*
58	CCCCc1nc(Cl)c(C2CC(c3ccc(S(N)(=O)=O)cc3)=NN2c2ccccc2)[nH]1 (configuration not stated)	110	115	99	96
59	CCC/C(C)=N/Nc1ccc([N+](=O)[O-])cc1[N+](=O)[O-]	99	120	96	105
60	CS(=O)(=O)c1nc(NCCCNc2ccnc3cc(Cl)ccc23)cc(-c2ccccc2)n1	96	111	104	132

item	UACC-62	LOX IMVI	SK-MEL-2	UACC-257
51	102	116	113	116
52	89	95	100	102
53	95	99	107	97
54	98	88	120	125
55	67	69	77	80
56	91	62	85	103
57	-86*	-93*	-89*	-81*
58	83	106	94	98
59	76	95	76	67
60	107	95	·	95

Next section
item	compound	SK-MEL-5	MALME-3M	MDA-MB-435	SK-MEL-28
61	Cc1nn(-c2ccccc2)c(-n2ccnc2)c1/C=N/Nc1nc(-c2ccc(Br)cc2)cs1	43	75	82	89
62	COC(=O)c1cccc2c1CC[C@@H](C)[C@]21C[C@@H](c2ccoc2)OC1=O	104	105	98	103
63	NC(=O)c1cc(Cl)nc2nc(Cl)nc(N)c12	130	121	100	88
64	CCOC(Cc1c(N)[nH]c(=S)[nH]c1=O)OCC	96	100	·	102
65	N#C/C(=C\c1ccc(F)cc1)C(=O)Nc1ncc(Cc2ccc(Cl)c(Cl)c2)s1	100	96	99	106
66	CN1C(=O)C(C2=NN(c3ccc(Cl)cc3)C(c3ccc4c(c3)OCO4)C2)C(=O)N(C)C1=O (configuration not stated)	97	113	98	104
67	CC(=O)/C=C/c1cc2cc(C)ccc2[nH]c1=O	96	111	101	100
68	COc1cc(CC(C(=O)OC(C)(C)C)C(=O)OC(C)(C)C)cc(OC)c1OC	97	98	103	99
69	Cc1ccc2nc(NC(=O)CSc3nc(-c4coc5ccccc5c4=O)c(C#N)c(=O)[nH]3)sc2c1	98	106	103	105
70	O=C(CCCCCCN1CC(=O)N2[C@@H](c3ccc(Br)nc3)c3[nH]c4ccccc4c3C[C@H]2C1=O)NO	97	57	99	101

item	UACC-62	LOX IMVI	SK-MEL-2	UACC-257
61	73	84	84	72
62	97	100	91	91
63	85	96	142	132
64	104	95	124	103
65	59	50	97	96
66	79	102	96	84
67	90	79	99	·
68	90	95	123	97
69	89	94	123	114
70	81	50	119	85

4 compounds from above, sorted by molar mass, highest first:
item	compound	SK-MEL-5	MALME-3M	MDA-MB-435	SK-MEL-28
29	Cc1ccc2nc(-c3ccc(-c4nnc(SCC(=O)Nc5ccc(C(=O)/C=C/c6ccc(Cl)cc6)cc5)o4)cc3)[nH]c2c1	99	114	103	102
61	Cc1nn(-c2ccccc2)c(-n2ccnc2)c1/C=N/Nc1nc(-c2ccc(Br)cc2)cs1	43	75	82	89
66	CN1C(=O)C(C2=NN(c3ccc(Cl)cc3)C(c3ccc4c(c3)OCO4)C2)C(=O)N(C)C1=O (configuration not stated)	97	113	98	104
56	Cc1ccc(-c2nc3ccccn3c2/C=C2/C(=O)Nc3ccc(F)cc32)cc1	84	86	81	103

item	UACC-62	LOX IMVI	SK-MEL-2	UACC-257
29	90	96	108	109
61	73	84	84	72
66	79	102	96	84
56	91	62	85	103

Complete entries, looked up by structure:
Entry for CN(C)S(=O)(=O)N1C(=O)c2ccccc2C1=O = SK-MEL-5 = 95; MALME-3M = 117; MDA-MB-435 = 98; SK-MEL-28 = 108; UACC-62 = 97; LOX IMVI = 100; SK-MEL-2 = 102; UACC-257 = 107
Entry for Cc1ccc(S(=O)(=O)N2CCCC3OCCCC3=C2C2=CCCCC2)cc1 (configuration not stated) = SK-MEL-5 = 96; MALME-3M = 90; MDA-MB-435 = 98; SK-MEL-28 = 99; UACC-62 = 67; LOX IMVI = 102; SK-MEL-2 = 119; UACC-257 = 97
Entry for CC(=O)OC/C=C(C)/C=C/C=C(C)/C=C/C1=C(C)CCCC1(C)C = SK-MEL-5 = 97; MALME-3M = 99; MDA-MB-435 = 99; SK-MEL-28 = 107; UACC-62 = 94; LOX IMVI = 90; SK-MEL-2 = 109; UACC-257 = ·
